Assay outcomes as filed in PubChem BioAssay.
TNF death inh: inhibitors of TNF-alpha induced necroptosis in Jurkat FADD-/- cells; Jurkat FADD-/- TNF necroptosis rescue, ATP luminescence, 24 h; 0 = TNF only, 100 = no-TNF cells; activation (protection from cell death), % at 10 µM; 220,000 tested, 0.068% active; AID 463075;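 active = activation, meaning protection from cell death, of at least 50% relative to plate controls; inactive = activation below 50%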;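 also: necroptosis triggered by 40 ng/mL TNF-alpha added together with compound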
TRPML3 agonist: human mucolipin-3 channel agonism | Q8TDD5 | HEK293 TRPML3-YFP, Fluo-8 calcium fluorescence; 100% = the carbachol control signal | activation, % at 3 µM | 220,000 tested, 0.29% active | AID 1448;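 active = activation above its plate's cutoff, the mean activation of the plate's test wells plus 3 SD, cut at about 12% in these data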;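 also: 0% = DMSO only wells and 100% = carbachol wells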
Target sequence (Q8TDD5 whole entry, looked up): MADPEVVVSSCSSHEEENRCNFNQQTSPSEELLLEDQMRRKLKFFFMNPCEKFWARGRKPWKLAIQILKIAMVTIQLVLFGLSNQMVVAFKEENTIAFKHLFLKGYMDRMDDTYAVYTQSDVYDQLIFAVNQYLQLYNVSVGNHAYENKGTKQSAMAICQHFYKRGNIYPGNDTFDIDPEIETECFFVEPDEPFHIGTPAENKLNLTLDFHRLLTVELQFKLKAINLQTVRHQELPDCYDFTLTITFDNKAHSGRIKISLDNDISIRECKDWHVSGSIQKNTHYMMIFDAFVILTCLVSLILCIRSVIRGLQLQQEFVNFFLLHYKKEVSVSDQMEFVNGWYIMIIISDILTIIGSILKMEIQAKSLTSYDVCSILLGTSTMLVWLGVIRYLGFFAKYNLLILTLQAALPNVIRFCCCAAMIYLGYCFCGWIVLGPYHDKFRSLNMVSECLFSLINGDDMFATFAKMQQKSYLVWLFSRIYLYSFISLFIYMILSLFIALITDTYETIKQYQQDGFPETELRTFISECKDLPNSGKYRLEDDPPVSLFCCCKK
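Test system: HEK293 cells stably carrying human TRPML3-YFP; Doses: single dose, 3 µM final nominal compound, 0.3% DMSO final; Schedule: dye loading 1 h 37 °C then 30 min ambient, 125 s read; Technique: Fluo-8 calcium fluorescence; Benchmarks: high control carbachol 87 µM, low control DMSO.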
zfTRPN1 agonist: zebrafish TRPN1 (NompC) channel agonism; HEK293 zebrafish TRPN1-YFP, Fluo-8 calcium fluorescence; 100% = response to 87 µM carbachol; activation, % at 3 µM; 220,000 tested, 0.18% active;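 active = activation above its plate's cutoff, the mean activation of test wells on that plate plus 3 SD, cut at about 19% in these data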;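 also: 0% = DMSO alone and 100% = 87 µM carbachol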
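System: zebrafish TRPN1-YFP in HEK293 cells / Dosing: 3 µM single point / Timing: dye loading 1 h at 37 °C, then 30 min room temperature / Signal: Fluo-8 calcium fluorescence, excitation 470-495 nm, emission 515-575 nm / Read-out basis: percent activation from peak over basal fluorescence ratio, control-normalized / Control set: high carbachol 87 µM, low DMSO alone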
PPC-1+TRAIL kill: kills PPC-1 cancer cells in the presence of TRAIL; PPC-1 cells + TRAIL, ATPLite viability luminescence; cell killing (% activity), % at 4 µM; 220,000 tested, 0.41% active;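 active = cell killing above 50% in the first pass at 4 µM, then a duplicate retest at 5 µM averaging 50% or more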;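 also: plate controls were cells with TRAIL plus DMSO for no effect and medium-only wells lacking cells for full effect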
Ba/F3 V617F tox: loss of viability in JAK2V617F-driven Ba/F3 cells; Ba/F3 EpoR-JAK2V617F viability, ATP luminescence; inhibition, % at 5.6 µM; 220,000 tested, 1.1% active; AID 1446;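 active = inhibition above the campaign mean plus 3 SD over all tested compounds, cut at about 24% in these data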;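 also: cytokine-independent growth of Ba/F3 cells driven by EpoR plus mutant JAK2; 0% = DMSO-treated cells and 100% = JAK inhibitor I control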
Wee1 degr inh: human Wee1 degradation inhibition, primary screen; reporter increase, % at 5 µM; 220,000 tested, 1.2% active; P30291; HeLa Luc-Wee1K328M stability, luciferase luminescence; 100% = proteasome inhibitor MG132 effect; AID 1321;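 active = activation above the mean of all tested compounds plus 3 SD, set per screening run, cut at about 8.8% in these data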;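 also: cells exposed to compound for 20 h before luminescence read; 0% = DMSO alone and 100% = MG132 at 30 µM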
CHOP inh: blocks CHOP induction under ER stress; CHO-K1 CHOP-promoter luciferase, tunicamycin-induced, 15-18 h; inhibition, % at 10 µM; 220,000 tested, 3.8% active;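 active = compounds that reduced the stress-induced luciferase reporter signal by more than about 70% of percent inhibition, limit read from the data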;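 also: 0% = tunicamycin plus vehicle and 100% = wells without tunicamycin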
RBBP9 inh: human RBBP9 hydrolase inhibition. AID 1515. 220,000 tested, 0.2% active. recombinant RBBP9, FP-Rh probe fluorescence polarization. O75884. inhibition, % at 7.94 µM;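 active = inhibition above the campaign mean of all tested compounds plus 3 SD, cut at about 14% in these data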;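 also: plate controls were DMSO wells with RBBP9 for no effect and wells lacking RBBP9 protein for full effect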
Target sequence (O75884 whole entry, looked up): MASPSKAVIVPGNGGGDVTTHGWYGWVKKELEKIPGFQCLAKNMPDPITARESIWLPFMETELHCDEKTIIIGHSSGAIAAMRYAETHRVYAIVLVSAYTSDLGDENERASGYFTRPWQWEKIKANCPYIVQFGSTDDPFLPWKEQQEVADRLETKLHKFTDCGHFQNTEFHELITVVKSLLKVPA
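System: RBBP9 protein / Buffer or medium: Tris/NaCl buffer pH 8.0 with 0.1% Pluronic / Probe or stimulus: Serine-hydrolase probe FP-Rh, 375 nM pre-mixing / Dosing: 7.94 µM single dose, 0.794% DMSO / Times: enzyme-compound preincubation 30 min, then probe labeling 45 min, 25 °C / Technique: fluorescence polarization (mP), excitation 525 nm, emission 598 nm / Replication: singlicate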
BaF3 tox: reduces parental Ba/F3 cell viability, JAK2V617F counter-screen | CellTiter-Glo ATP luminescence | inhibition, % at 5.6 µM | 220,000 tested, 1.1% active;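 active = inhibition above a per-campaign cutoff, the mean inhibition of all tested compounds plus 3 SD, cut at about 27% in these data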;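 also: 0% = DMSO wells and 100% = JAK Inhibitor I control wells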
Active calls of the source: *; . = no result given; & = joins results of further samples.

SMILES	RBBP9 inh	CHOP inh	TNF death inh	PPC-1+TRAIL kill	TRPML3 agonist	zfTRPN1 agonist	Ba/F3 V617F tox	Wee1 degr inh	BaF3 tox
CC(C)OC(=O)C1C2C=CC3(CN(CC4CCCO4)C(=O)C13)O2 (centres undefined)	-3.4	5.8&4.9	-0.7	-0.3	0.6	-0.1	-3.7	-0.6	1.0
COc1ccc(CN(CCO)CCO)cc1[N+](=O)[O-]	-4.3	-4.5	2.0	10.0	0.8	0.6	-0.6	1.3	7.3
Cc1c(NC(=O)c2ccc(Br)o2)cccc1C(=O)O	6.4	-13.1	0.8	-15.3	1.1	1.2	-2.4	-2.1	1.5
O=C(NCc1ccccn1)C(=O)NN=C1CCCCCCCCCCC1	0.0	2.2	-0.8	1.4	0.6	-2.1	-1.5	-1.0	4.9
CN1CCN(c2nc(-c3ccc(Br)cc3)nnc2-c2ccccc2)CC1	-8.5	26.0	-1.7	8.3	0.7	1.3	7.1	4.4	9.3
C/C(=N\O)C(=O)NCCN(C)C	3.0	10.1	0.3	13.9	1.1	0.7	0.2	-3.0	2.5
Cc1ccc(-n2nc(C(=O)O)c(O)cc2=O)cc1	2.0	-6.2	-0.5	22.3	1.1	-0.3	1.0	-3.0	9.5
Cc1ccc(N(C(=O)c2csnn2)C(C(=O)NC(C)(C)C)c2cccnc2)cc1 (centres undefined)	-3.6	12.1	0.0	13.5	0.5	1.1	1.4	-0.2	-0.2
COc1ccc(NC(=S)N(CCc2nc3cc(C)c(C)cc3[nH]2)Cc2cccnc2)cc1	-4.1	10.1	-1.2	12.0	-0.2	-1.8	0.6	-2.1	2.0
Cc1cc(=O)[nH]c(SCC(N)=O)c1C#N	-6.8	22.8	0.3	24.2	1.1	-0.2	0.4	-2.1	2.0
Cc1nonc1NCn1nnc2ccccc21	-5.2	4.2	0.8	13.2	0.4	0.2	2.7	-1.5	1.7
C=CCSc1nnc(NC(=O)CSc2nc(CCC)cc(=O)[nH]2)s1	-9.3	3.3	-0.7	-6.3	-0.2	-0.3	-2.8	-1.4	5.4
CCOc1ccc(C2=C/C(=C/c3cccnc3)C(=O)O2)cc1	0.8	103.0*	-13.3	22.7	0.7	0.3	0.1	1.9	-0.6
Cn1c(N=Nc2ccccc2)nc2ccccc21	-8.0	41.5	-9.2	84.6*	-1.4	-2.5	31.2*	6.5	31.3*
CCCn1c(=O)c(F)cn(Cc2ccc(OC)c([N+](=O)[O-])c2)c1=O	4.5	-25.4	-1.7	4.6	0.5	0.1	-2.8	0.3	5.5
Cc1ccccc1CS(=O)(=O)Cc1ccc(C(=O)N2CCOCC2)o1	-4.3	2.0	-0.5	16.0	0.7	-0.6	-0.8	1.5	-0.8
Cc1nn(-c2ccccc2)c(C)c1/C=N/NC(=O)CSc1nc2ccccc2c(=O)n1-c1ccccc1	7.6	4.9	1.8	15.7	0.9	1.0	-0.9	0.2	5.7
COc1ccc(OC)c(-n2c(C)ccc2-c2ccc(S(C)(=O)=O)cc2)c1	2.1	10.2	-1.0	7.2	-0.1	-1.5	-1.7	-1.0	2.8
O=C(COC(=O)c1ccc([N+](=O)[O-])s1)NCc1ccc(F)cc1	3.3	-15.8	2.0	0.4	-0.2	-0.1	-3.9	6.0	3.8
Cc1cc(C)c(NC(=O)Cc2ccc(-n3cccc3)cc2)c(C)c1	4.0	5.8	1.6	24.4	0.7	0.4	-4.7	-0.8	1.5
CCOC(=O)c1c(NC(=O)Cn2nc(C(F)(F)F)cc2C)sc2c1CCC2	2.3	45.5	2.9	5.1	0.7	-0.6	2.4	5.5	12.3
O=C(NC(NC1CCS(=O)(=O)C1)C(Cl)(Cl)Cl)c1cccc(Cl)c1 (centres undefined)	-3.5	1.1	-3.3	2.7	0.4	2.0	6.7	-1.4	6.4
Cc1cccc(-c2nnc(-c3ccc(N)cc3)o2)c1	12.0	1.7	-4.3	31.8	-0.4	-1.8	-6.6	-1.1	5.0
Cc1cc(O)ccc1NC(=O)c1ccccc1	-1.5	-17.9	-2.9	5.8	0.7	1.3	2.8	-0.6	5.6
O=C(NCc1ccccc1)C1CCCN(S(=O)(=O)c2cccnc2)C1 (centres undefined)	-6.3	40.3	-1.2	-5.5	0.2	1.0	1.0	0.8	1.1
CCN(CC)S(=O)(=O)c1cc(OC)c(C)cc1C	5.9	32.2	-0.8	3.8	0.6	-1.6	1.6	-1.0	6.2
O=C(c1ccc(Cl)cc1)C1CCCN(Cc2cnn(-c3ccccc3)c2)C1 (centres undefined)	-2.1	4.4	2.6	12.4	2.6	5.8	-4.8	4.4	-1.2
COc1cc(C(=O)Nc2ccc3c(c2)OCO3)ccc1OCc1c(C)noc1C	1.4	-10.7	0.4	18.5	-0.1	1.2	8.6	0.2	10.4
Cc1cc(C(=O)COc2ccc(-c3nnco3)cc2)c(C)n1Cc1ccccc1	-5.1	38.2	-10.7	-14.8	1.6	4.3	5.1	2.2	6.9
CCOC(=O)c1cnc(-n2nc(C)cc2C)nc1NC1CCCCC1	-2.7	106.4*	-8.6	4.3	2.4	3.1	2.6	-0.5	5.2
O=S(=O)(c1ccc(F)c(F)c1F)N1CCN(C(=S)Nc2ccccc2)CC1	-0.8	38.2	2.0	17.3	1.6	0.1	0.9	3.3	6.0
O=C(NCc1ccccn1)C1CCCN(S(=O)(=O)c2ccccc2)C1 (centres undefined)	-5.9	-10.0	1.1	-10.2	0.8	-0.4	-2.8	-0.7	2.7
Cc1ccc(S(=O)(=O)N2CCCOC2CNC(=O)C(=O)NCc2cccs2)cc1 (centres undefined)	-8.0	12.4	2.1	2.7	0.7	-1.3	-3.4	2.6	1.0
CCOC(=O)c1sc2nc(CSc3ccccc3)nc(N3CCC(C(N)=O)CC3)c2c1C	-2.6	69.3	6.4	7.6	0.7	0.0	1.9	-1.0	4.7
Cc1ccc(S(=O)(=O)N2C(=O)CCC2C(=O)Nc2ccc3c(c2)OCCO3)cc1 (centres undefined)	-10.0	11.0	-0.6	16.0	1.7	-0.9	-1.3	-0.8	0.5
CC(=O)Nc1cc[n+](C(C)C(=O)c2ccc(Cl)cc2)cc1 (centres undefined)	-4.7	-3.0	0.1	-12.3	0.9	1.7	9.4	-2.4	15.1
COc1cc(C(=O)N2CCN(c3cccc(C)c3C)CC2)cc(OC)c1OC	-1.4	.	-9.2	4.9	0.5	1.1	69.7*	-3.1	70.7*
O=C(CNC(=O)c1ccccc1)Nc1ccsc1C(=O)O	0.0	16.9	1.3	32.0	0.5	0.6	-2.1	6.8	-2.7
CCOC(=O)c1cnc2ccc(C(=O)OC)cc2c1NCCc1ccc(OC)c(OC)c1	-7.4	38.6	3.7	17.3	0.7	0.5	-2.6	-0.3	-0.1
COc1ccc(OC)c(CN(CCN2CCOCC2)S(=O)(=O)c2ccc(NC(C)=O)cc2)c1	-6.5	-18.6	5.3	-10.1	0.5	3.0	-1.4	0.2	0.6
CCn1cc(C(=O)NCCCOC(C)C)c2cc(OC)c(OC)cc2c1=O	-1.5	24.4	1.2	26.8	0.4	0.6	-0.5	0.5	6.7
CCOC(=O)c1cnc2nc(N3CCOCC3)nn2c1N	-1.3	-0.7	0.1	24.1	-0.7	0.7	-0.6	3.1	4.7
CCCCOCCCNCC(=O)Nc1ccc(S(N)(=O)=O)cc1	-1.6	15.6	1.8	24.0	0.1	-0.4	-4.2	-4.4	1.2
Cc1ccc2cc(CN(Cc3ccc(F)cc3)Cc3nnnn3C3CCCC3)c(=O)[nH]c2c1	-3.4	83.8*	1.8	3.8	-0.3	0.5	-3.8	0.0	2.8
Cc1ccc(CSc2ncnc3onc(C)c23)cc1	-10.5	7.8	-0.9	8.2	0.0	-1.6	-1.3	2.2	-3.5
c1ccc(CN2CCC(=NNc3nc4ccccc4[nH]3)CC2)cc1	-5.7	0.4	2.6	11.8	0.8	-1.6	0.7	2.4	4.9
COc1ccc(/C(N)=N/O)cc1O	-6.5	14.3	0.9	11.7	0.6	1.6	-2.6	-0.6	2.6
O=C(NC1CCCC1)c1cccc(Cl)c1	-4.0	7.8	0.0	-5.9	0.0	-0.7	-2.7	-1.9	1.2
CCCCc1nnc2c(N(C)S(=O)(=O)c3ccccc3)nc3ccccc3n12	-4.4	-2.1	-0.6	-13.5	-0.2	0.4	6.5	2.9	2.4
N#Cc1c(-c2ccccc2F)cc(C2CC2)nc1SCC(=O)c1cccs1	-10.3	21.7	3.3	17.1	0.1	-0.7	-1.1	0.3	-2.8
Cc1ccc(C(=O)N2CC(=O)Nc3ccccc32)o1	-5.2	29.9	-0.7	4.8	1.1	1.4	1.6	-0.7	4.3
CCSc1ncnc2c1oc1ccccc12	2.4	46.5	-3.3	-11.8	0.7	0.8	-0.8	-1.0	5.6
Cc1ccc(NC(=O)c2c(-c3ccccc3Cl)noc2C)nc1	-6.2	22.9	2.4	-5.4	0.4	-0.2	-2.9	1.4	0.0
COc1cc(-c2cc(C(=O)NCCc3ccc(S(N)(=O)=O)cc3)c3ccccc3n2)cc(OC)c1OC	0.4	-7.1	-10.3	-15.9	0.6	1.4	-0.7	0.8	-3.0
CCCC(=O)n1nc(-c2cccnc2)nc1NCc1ccc(OC)cc1	-9.0	35.9	2.5	7.9	0.7	-0.7	-0.9	-3.0	1.5
COc1ccc(-n2c(-c3ccco3)nc3c(cnn3-c3ccc(C)cc3)c2=O)cc1	-9.9	4.2	2.5	13.1	-0.2	-1.4	-0.5	-1.5	1.8
Cn1c(CC(=O)Nc2ccccc2)nnc1SCCOc1ccccc1	-11.3	-7.5	-0.8	43.5	1.4	-2.2	1.6	3.1	1.7
CCCCOc1ccc(-c2nnn(CC(=O)NCCc3c[nH]c4ccccc34)n2)cc1	-5.2	79.1*	-12.3	14.8	1.4	0.3	-2.2	1.7	4.2
Brc1ccc(OCc2cn3ccccc3n2)cc1	-1.5	-33.1	0.7	25.1	0.3	-1.8	2.0	4.5	11.6
CC(C)(C)NS(=O)(=O)c1ccc(NS(C)(=O)=O)cc1	-5.4	-30.1	0.1	11.9	0.2	1.7	4.1	4.2	3.7
